CXCR6 inh – CXCR6 receptor inhibitors, primary screen, cell-based, beta-arrestin, luminescence, CHO-K1 PathHunter, 1536-well. C-X-C chemokine receptor type 6 (Homo sapiens), O00574. inhibition, % at 20 µM. hit rate 0.36% among 360,000. AID 602244, 2012; in the data active means inhibition above about 34%, passing the limit was not always enough;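 further: antagonist mode with CXCL16 agonist at 10 nM final; 0% = 10 nM CXCL16 with DMSO and 100% = unstimulated wells without agonist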
Gli-Sufu block – Gli-Sufu pathway antagonists, primary screen, luciferase luminescence, Sufu-KO-LIGHT cells, uHTS; Sufu-KO-LIGHT fibroblasts, Gli luciferase reporter luminescence; inhibition, % at 5 µM; hit rate 0.74% among 340,000;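 active means inhibition above about 55%, limit read from the data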;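 further: 0% = DMSO-treated cells and 100% = wells with medium but no cells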
Mdm2 MdmX PPI – inhibitors of human Mdm2-MdmX association, primary screen, cell-based, luminescence, split luciferase, SaOS-2, uHTS. inhibition, % at 8 µM. AID 485346, 2010. SaOS-2 split-luciferase Mdm2/MdmX complementation. Protein Mdm4 (Homo sapiens) + E3 ubiquitin-protein ligase Mdm2 (Homo sapiens), …. hit rate 3% among 330,000;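 active means inhibition of at least 50% at 8 µM in the primary screen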
Target sequence (O15151 whole entry, looked up): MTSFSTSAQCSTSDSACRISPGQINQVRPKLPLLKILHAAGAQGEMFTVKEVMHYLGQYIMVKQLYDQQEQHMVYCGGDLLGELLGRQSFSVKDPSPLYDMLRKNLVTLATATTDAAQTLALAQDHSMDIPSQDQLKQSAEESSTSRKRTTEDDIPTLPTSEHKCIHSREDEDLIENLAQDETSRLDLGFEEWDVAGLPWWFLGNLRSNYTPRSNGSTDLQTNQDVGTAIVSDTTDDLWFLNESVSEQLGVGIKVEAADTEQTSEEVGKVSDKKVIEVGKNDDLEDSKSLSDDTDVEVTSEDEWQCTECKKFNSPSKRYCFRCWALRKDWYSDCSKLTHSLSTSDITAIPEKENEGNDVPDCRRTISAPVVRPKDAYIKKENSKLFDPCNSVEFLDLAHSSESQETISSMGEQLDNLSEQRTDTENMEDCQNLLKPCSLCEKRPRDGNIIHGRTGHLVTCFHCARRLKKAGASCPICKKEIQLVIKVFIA
Target sequence (Q00987 whole entry, looked up): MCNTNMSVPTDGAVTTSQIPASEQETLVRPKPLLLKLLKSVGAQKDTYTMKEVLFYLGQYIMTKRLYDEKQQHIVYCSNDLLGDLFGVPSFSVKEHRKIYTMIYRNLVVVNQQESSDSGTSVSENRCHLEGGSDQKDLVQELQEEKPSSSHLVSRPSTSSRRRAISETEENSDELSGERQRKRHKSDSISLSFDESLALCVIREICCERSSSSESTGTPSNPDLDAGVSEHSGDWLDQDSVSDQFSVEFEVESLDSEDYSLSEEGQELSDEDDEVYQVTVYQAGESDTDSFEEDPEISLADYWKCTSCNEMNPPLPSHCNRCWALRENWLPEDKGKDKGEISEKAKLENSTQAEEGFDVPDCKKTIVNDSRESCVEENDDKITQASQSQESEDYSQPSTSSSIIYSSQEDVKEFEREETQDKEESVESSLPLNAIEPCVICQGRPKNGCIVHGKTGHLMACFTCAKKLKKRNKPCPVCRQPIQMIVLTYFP
UPR CHOP act – activators of apoptotic CHOP UPR arm, primary screen, cell-based, CHO-CHOP luciferase reporter, luminescence, uHTS | hit rate 0.34% among 330,000 | activation, % at 10 µM | UPR activation; percent of tunicamycin response over DMSO baseline;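 active means at 10 µM dose, activation of 40% or more, normalized to positive control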;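 further: 100% = tunicamycin at 10 µg/mL and 0% = DMSO alone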
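Test system: CHO CHOP reporter cells. Input: 500 CHO-CHOP cells per well. Medium: F12 with 10% FBS. Technique: luciferase luminescence. Measure: percent activation relative to tunicamycin control. Dosing: 10 µM compound, 0.5% DMSO. Timing: 16-18 h cell attachment, then 6 h compound exposure, 37 °C.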
CCR6 antag – CCR6 receptor antagonists, primary screen, cell-based, CHO-K1, luminescence, beta-arrestin, uHTS; C-C chemokine receptor type 6 (Homo sapiens), P51684; CHO-K1 CCR6 PathHunter beta-arrestin, CCL20-stimulated; inhibition, % at 20 µM; hit rate 0.49% among 340,000; AID 493098, 2011;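 active means compounds whose inhibition of the agonist-driven luminescence signal at 20 µM reaches about 50%, limit read from the data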;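 further: cells stimulated with CCL20 at 14 nM final; plate controls were DMSO with CCL20 for no effect and DMSO without agonist for full effect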
EBI2 antag – EBI2 receptor antagonists, beta-arrestin recruitment, primary screen, cell-based, luminescence, 7a,25-OHC stimulation, uHTS. G-protein coupled receptor 183 (Homo sapiens), P32249. 7a,25-OHC stimulated. inhibition, % at 5 µM. hit rate 0.81% among 360,000. AID 651636, 2012; in the data active means inhibition above about 38%;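 further: enzyme fragment complementation signal reports receptor beta-arrestin coupling in cells; 0% = agonist plus DMSO wells and 100% = wells without agonist; some results beyond the cut were filed as inactive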
697 NFkB inh – inhibitors of PMA/ionomycin-induced NF-kB reporter, 697 cells, primary screen, B-cell NF-kB inhibitor project, cell-based, luminescence, uHTS; hit rate 0.33% among 330,000; AID 435022, 2010; 697 B-cell NF-kB luciferase reporter, 16 h; inhibition, % at 4 µM; in the data active means inhibition above about 35%
UPR XBP1 act – activators of adaptive XBP1 UPR arm, primary screen, cell-based, CHO-XBP1 luciferase reporter, luminescence, uHTS; IRE1-XBP1 UPR activation; percent of tunicamycin response, DMSO as zero; activation, % at 20 µM; hit rate 0.33% among 330,000; AID 463104, 2010;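 active means versus positive control, 20 µM dose yields 30% or more activation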;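 further: 100% = tunicamycin at 10 µg/mL and 0% = DMSO only wells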
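Test system: CHO-XBP1 luciferase reporter cells | Buffer or medium: Serum-containing F12 medium, 10% FBS | Schedule: 6 h compound exposure at 37 °C, 5% CO2 | Detection: Steady-Glo luciferase glow luminescence, 10 min after reagent addition | Read-out basis: Activation, % of tunicamycin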
Jurkat NFkB inh – inhibitors of induced NF-kB luciferase reporter, primary screen, TCR NF-kB activation inhibitor project, cell-based, luminescence, uHTS; Jurkat, PMA/ionomycin-induced NF-kB luciferase reporter; inhibition, % at 4 µM; hit rate 0.53% among 330,000; AID 435003, 2010; in the data active means inhibition above about 50%
An asterisk follows results filed as active; · = no result given. This is a random part of the collection, and some 5% of all compounds hit somewhere here.

SMILES	CXCR6 inh	Gli-Sufu block	Mdm2 MdmX PPI	UPR CHOP act	CCR6 antag	EBI2 antag	697 NFkB inh	UPR XBP1 act	Jurkat NFkB inh
O=C(NCC1CCCO1)c1ccccc1NS(=O)(=O)c1cc([N+](=O)[O-])ccc1Cl (configuration not stated)	10	7	18	-1.3	3	-9	-3	-4	0
COc1ccc(/C(N)=N/OC(=O)CCc2ccccc2)cc1OC	-6	5	-21	0.4	9	12	-12	-2	-6
CC(=O)NC1=NC(=O)/C(=C/c2cn(C(C)=O)nc2-c2ccccc2)S1	-12	-1	44	-2.5	-5	-2	-17	1	-8
O=C(COc1ccc(/C=C\[N+](=O)[O-])cc1)N1CCOCC1	2	-1	23	3.5	-4	-23	-3	2	8
CCC/C(O)=C1\C(=O)CC(C)(C)CC1=Nc1ccccc1OC	4	5	18	-0.3	9	-2	-14	1	-4
Cc1cc(NC(=O)CSCC(=O)N(C)Cc2cccc(Cl)c2)no1	-1	-5	-21	0.3	5	-1	0	3	-9
CCc1nc(N[C@@H](CC(C)C)C(=O)O)c2oc3ccccc3c2n1	2	-21	-7	-1.7	-18	5	-16	-4	-22
Cc1ccccc1-c1nc2ccccc2c(=O)n1/N=C/c1ccc([N+](=O)[O-])cc1	-11	18	26	0.9	10	1	18	0	12
Cc1ccccc1S(=O)(=O)Cc1ccc(C(=O)NC(C)c2ccc3c(c2)OCCO3)o1 (configuration not stated)	-1	17	25	0.4	0	1	12	0	13
Cc1ccc(S(=O)(=O)CCC(=O)Nc2nc(-c3ccccn3)cs2)cc1	-6	2	67*	-0.2	-9	-6	2	-1	-5
CN(C)S(=O)(=O)c1ccc(N2CCCC2)c(C(=O)Nc2ccc(C(N)=O)cc2)c1	-1	-2	21	1.5	7	-2	12	2	3
CCOc1cccc(NC(=O)C2CC(=O)N(C)C(=Nc3cccc(F)c3)S2)c1 (configuration not stated)	-5	3	-1	1.0	11	9	-7	-3	8
Cc1ccc(OCCCc2c(C)n[nH]c2C)cc1	2	11	15	3.4	7	-14	-25	-4	7
COc1ccc(-c2coc3cc(OC(=O)N4CCOCC4)ccc3c2=O)cc1	7	-20	-11	5.2	3	4	-17	3	-21
COc1ccc(N2CCN(C(=O)c3nn(C)c4c3CS(=O)(=O)c3ccccc3-4)CC2)cc1	7	4	23	-0.8	-7	0	10	-4	14
O=C(CN(C(=O)c1ccccc1Cl)N1C(=O)C2C3C=CC(C3)C2C1=O)c1cccs1 (configuration not stated)	-6	1	10	2.9	1	-5	4	1	3
Cc1ccc(C)c(N2CCN(C(=O)CNS(=O)(=O)c3cccs3)CC2)c1	-1	-3	-18	-1.4	-1	-10	7	-3	7
C[C@H]1NC(=O)[C@@]2(C)[C@@H](c3ccccc3)[C@H]3COc4ccccc4[C@H]3N2C1=O	6	-9	5	-0.9	10	-6	-4	0	-8
COc1ccc2nc3ccccc3nc2c1	-3	-78	-25	2.0	14	-5	-87	13	-52
O=C(O)Cn1cc(C(=O)c2cccs2)c2ccccc21	-6	5	33	0.4	-3	-14	20	1	1
Cc1cc2ncn(-c3nnnn3-c3ccccc3)c2cc1C	1	2	-13	-1.9	1	0	20	-1	-5
O=C1NC(c2ccccc2)C(C(=O)c2cccs2)C(O)(C(F)(F)F)N1 (configuration not stated)	1	-13	1	11	-11	3	7	0	-4
O=C(CN1CCN(S(=O)(=O)c2ccccc2Cl)CC1)NCC1(N2CCOCC2)CCCCC1	-2	4	13	2.9	15	10	-2	2	-10
Cc1ccccc1NC(=O)c1sc2nc3c(c(-c4ccco4)c2c1N)CCCC3	6	11	26	3.0	30	27	-18	1	1
CC(CN1CCCCC1)c1ccccc1 (configuration not stated)	-1	-12	26	2.0	-12	-12	17	-4	0

Carrying on.
SMILES	CXCR6 inh	Gli-Sufu block	Mdm2 MdmX PPI	UPR CHOP act	CCR6 antag	EBI2 antag	697 NFkB inh	UPR XBP1 act	Jurkat NFkB inh
CC(c1nccs1)N(C)c1nc2nonc2nc1NC1CC1 (configuration not stated)	-6	-3	-2	-1.3	7	5	4	-2	0
Cn1c2ccccc2c2cc(C(=O)N3CCOCC3)sc21	-10	-4	22	-0.6	1	8	20	0	4
c1ccc(-n2c(-c3ccncc3)nnc2-c2ccco2)cc1	2	0	16	-2.7	12	-30	23	-1	-5
CCCc1nnc(NC(=O)C23CC4CC(CC(C4)C2)C3)s1	-10	-6	20	3.3	0	-10	-21	11	-11
Cc1ccc(-c2nnn(CC(=O)N(CC(=O)NC3CCCC3)c3ccc(F)cc3)n2)o1	6	-4	3	-0.2	3	-3	11	7	-7
COc1cc(/C=N/NC(=O)CCc2n[nH]c(=O)[nH]c2=O)cc(OC)c1OC	-4	-4	-5	1.0	8	-2	6	-1	8
COc1cc(C=C2C(=O)OC(C)(C)OC2=O)ccc1OCC(=O)Nc1ccccc1	3	-9	-27	4.1	-2	-5	4	1	-81
CN(C)S(=O)(=O)Oc1cccc(C(=O)Nc2ccc(Cl)cc2)c1	-11	-11	-83	12	10	7	-38	2	-21
Cc1c(C(=O)NCc2ccc3c(c2)OCO3)cccc1[N+](=O)[O-]	3	16	-23	-1.2	1	-7	26	-1	-4
CCOC(=O)/C(=C/c1c[nH]c2ccccc12)NC(C)=O	4	4	6	-1.5	12	0	-10	-1	13
Cc1ccc(Sc2cnc(N)nc2C)cc1	-6	-7	28	-1.9	11	12	-2	-2	-10
COc1ccccc1N1CCN(S(=O)(=O)c2c(C)ccc3nsnc23)CC1	0	0	3	-1.3	0	10	-6	-1	5
C/C(CC(=O)Nc1cccc(Cl)c1Cl)=N\NC(=O)C(=O)NC1CCCCC1	6	6	2	1.7	13	-5	13	-3	5
c1ccc(C2CCC3(CC2)Oc2ccccc2C2CC(c4cccnc4)=NN23)cc1 (configuration not stated)	·	·	26	1.2	·	·	-30	-1	-15
CCN(C[C@H]1N[C@@](C)(C(=O)OC)[C@H]2C(=O)N(C)C(=O)[C@@H]12)S(=O)(=O)c1ccc(-c2ccccc2)cc1	-6	-47	25	1.5	-14	-3	-11	1	-7
COc1ccc(CCNC(=O)CCCCCNc2nc(=S)[nH]c3ccccc23)cc1OC	-8	9	-7	2.0	4	-10	-40	0	4
N#Cc1ccccc1S(=O)(=O)N1CCN(C(=O)c2cc3c(s2)CCC3)CC1	7	-16	6	0.9	5	9	-2	0	-19
Cc1ccc(N=Nc2c(O)n(CN3CCOCC3)c3ccccc23)cc1	7	-71	-219	6.8	7	20	-137	4	-129
O=C(COc1ccc(C(=O)NCc2cccnc2)cc1)Nc1cccc(C(F)(F)F)c1	-12	4	11	0.6	12	-13	-4	-5	28
CCOC(=O)NC(=O)COC(=O)c1ccc(Sc2ncn[nH]2)c([N+](=O)[O-])c1	-2	-4	7	0.3	13	-7	-1	3	2
Cc1ccc(Cl)cc1NC(=O)C1C2CCC(O2)C1C(=O)O (configuration not stated)	-1	-5	-8	0.4	-17	-23	13	-3	-5
Cc1noc(C)c1NC(=O)Nc1cccc2c1O[C@H](CN(C)C(=O)NC1CCCCC1)[C@@H](C)CN([C@H](C)CO)C2=O	0	-17	-19	0.4	6	5	7	-2	5
NCC(=O)NCC(=O)NC1(C(=O)O)CCCC1	-6	-3	·	·	2	3	·	·	·
Cc1noc2ncnc(Oc3ccc(F)cc3)c12	-2	-12	-14	1.2	-2	-15	-6	-1	12
Cc1cc(-n2cccn2)ccc1CN1CCN(C2CCCC2)C(CCO)C1 (configuration not stated)	8	16	12	-1.2	8	-2	-4	0	-5

Retrieved by compound from above:
SMILES	CXCR6 inh	Gli-Sufu block	Mdm2 MdmX PPI	UPR CHOP act	CCR6 antag	EBI2 antag	697 NFkB inh	UPR XBP1 act	Jurkat NFkB inh
COc1ccc(CCNC(=O)CCCCCNc2nc(=S)[nH]c3ccccc23)cc1OC	-8	9	-7	2.0	4	-10	-40	0	4
O=C(COc1ccc(C(=O)NCc2cccnc2)cc1)Nc1cccc(C(F)(F)F)c1	-12	4	11	0.6	12	-13	-4	-5	28
N#Cc1ccccc1S(=O)(=O)N1CCN(C(=O)c2cc3c(s2)CCC3)CC1	7	-16	6	0.9	5	9	-2	0	-19
Cc1noc2ncnc(Oc3ccc(F)cc3)c12	-2	-12	-14	1.2	-2	-15	-6	-1	12

Carrying on:
SMILES	CXCR6 inh	Gli-Sufu block	Mdm2 MdmX PPI	UPR CHOP act	CCR6 antag	EBI2 antag	697 NFkB inh	UPR XBP1 act	Jurkat NFkB inh
Nn1c(SCc2ccccc2)nnc1-c1ccco1	2	-4	22	1.3	6	-2	-3	2	-17
NS(=O)(=O)c1ccc(NC(=S)NCc2ccco2)cc1	-6	-16	-8	-2.0	-1	-13	11	6	-12
CCCn1cc(S(=O)(=O)CC(=O)Nc2ccc(OC)cc2OC)c2ccccc21	-11	0	19	-0.5	-11	4	4	-3	12
COc1cccc(NC(=S)N(CCCN2CCC(C)CC2)Cc2cccs2)c1	8	0	1	-1.2	12	-1	7	-1	-5
CCOc1ccc2ccccc2c1CNc1nnnn1C	0	0	18	-1.7	8	-7	4	-2	-5
O=C(CN1CCN(C(=O)c2ccco2)CC1)Nc1ccccc1	-1	-7	12	3.9	5	-3	-13	1	-16
COC(=O)C1C(=O)/C(=C(/C)N2CCCC2)C(=O)CC1(C)C (configuration not stated)	-2	-8	23	-1.0	12	-4	24	-2	-2
CCN(CC)S(=O)(=O)c1ccc(/C=C/C(=O)Nc2cccc(F)c2)cc1	3	0	8	3.3	13	15	-21	-2	-11
Cc1cc(O)c2c(-c3ccccc3)cc(=O)oc2c1	4	-10	-17	0.7	10	-5	1	1	-9
COc1cccc(CN(C(=O)c2ccccc2Br)C2CCS(=O)(=O)C2)c1 (configuration not stated)	-4	0	9	-2.2	11	-9	2	-3	-19
CN(CCc1cn[nH]c1)C(=O)CC1C(=O)NCCN1Cc1ccccc1C(F)(F)F (configuration not stated)	-1	-6	-20	-0.6	-18	-1	1	0	11
COc1nc(NCc2cccnc2)nc(NC2CCCCC2)n1	9	-9	-33	2.2	8	2	-18	6	-3
C=C(C)c1cccc(C(C)(C)NC(=O)NC2CCN(Cc3ccccc3)CC2)c1	13	5	35	-1.4	8	8	5	-4	27
CC(=O)N1CN(Cc2ccccn2)Cc2c1sc1c2CCCC1	-5	-2	10	-0.2	4	4	19	4	8
COc1ccc(N2CCN(C(=O)C3CC(=O)N(c4ccc(C)cc4)C3)CC2)cc1 (configuration not stated)	-2	6	-23	-1.8	0	-1	3	-3	-4
CC(C)C[C@H](CO)N(Cc1ccccc1)S(=O)(=O)N(Cc1ccccc1)[C@@H](CO)CC(C)C	-13	11	91*	3.4	-8	18	-2	25	5
O=C(Nc1ccccc1)C1=C(N2CCOCC2)/C(=C/c2cccnc2)CC1	5	4	-13	1.3	2	5	-18	-2	-6

From PubChem
